Smad3 inh = blocks human Smad3 binding to FoxH1 peptide. inhibition, % at 25 µM. AID 630. actives 0.29% (n = 88,000). TR-FRET Smad3/Dy647-FoxH1 peptide binding, europium anti-His;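 active = compounds that reduce the energy-transfer binding signal between the protein and its labelled peptide by more than half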;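 note: 0% = Smad3 plus labelled peptide maximal FRET and 100% = peptide-only background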
Target sequence (P84022 whole entry, looked up): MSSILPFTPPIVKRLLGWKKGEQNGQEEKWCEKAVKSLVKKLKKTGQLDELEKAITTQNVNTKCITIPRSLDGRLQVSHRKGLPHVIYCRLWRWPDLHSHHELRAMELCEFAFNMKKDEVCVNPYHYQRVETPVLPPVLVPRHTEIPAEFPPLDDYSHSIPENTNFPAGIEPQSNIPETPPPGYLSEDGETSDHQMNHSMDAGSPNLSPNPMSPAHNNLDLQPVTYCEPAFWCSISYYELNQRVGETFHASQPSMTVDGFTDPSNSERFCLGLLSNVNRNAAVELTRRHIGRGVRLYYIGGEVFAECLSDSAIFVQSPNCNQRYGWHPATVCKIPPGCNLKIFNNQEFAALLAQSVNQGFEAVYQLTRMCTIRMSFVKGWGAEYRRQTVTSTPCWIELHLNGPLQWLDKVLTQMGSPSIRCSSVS
Calb biofilm kill = kills Candida albicans biofilms | C. albicans biofilm + clotrimazole, Alamar Blue | inhibition, % at 6 µM | actives 0.14% (n = 85,000);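 active = inhibition above 20%; inactive = inhibition below 20%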;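 note: preformed 24 hr biofilms exposed to compound for 48 hr; 0% = biofilm without compound and 100% = blank killed by clotrimazole plus chlorhexidine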
MT1-MMP txn act = MT1-MMP promoter transcription activation. activation factor at 10 µM. actives 0.16% (n = 86,000). HT1080 MT1-MMP promoter luciferase reporter, luminescence, overnight; active compounds read high;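 active = activation factor of at least 2 for MT1-MMP transcription at 10 µM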
* marks the source's active call; other numbers are inactive results; nt = not tested or not shown; [ ] = another dose, or the depositor's remark. Only part of the results is shown. The share of hits here may be higher or lower than overall.

(1) C[C@@H]1C=C[C@](Cc2ccccc2)(C(=O)NCCCNc2ncc(C(F)(F)F)cc2Cl)N1C(=O)c1ccccc1
(2) CCOC(=O)C1=C(CCc2ccccc2)NC(=O)NC1c1cccc([N+](=O)[O-])c1 (centres undefined)
(3) O=C(Nc1ccc2ccccc2c1)[C@H]1C[C@@H]1[C@H](NP(=O)(c1ccccc1)c1ccccc1)c1ccccc1
(4) COC(=O)[C@@]1(Cc2ccc(F)cc2)[C@H]2c3cc(C(=O)N4CCCC4)n(Cc4cccc5ccccc45)c3C[C@H]2CN1C(=O)c1ccccc1
(5) N#Cc1ccc(C23CC4(C2)[C@H](CN(Cc2cccnc2)[C@@H]4c2ccccc2)C3c2ccc(C(F)(F)F)cc2)cc1 (some centres undefined)
(6) O=C1C(Cl)=C(NC2CCc3ccccc32)C(=O)c2ncccc21 (centres undefined)
screen / no. | 1 | 2 | 3 | 4 | 5 | 6
Smad3 inh | nt | nt | nt | nt | nt | nt
Calb biofilm kill | nt | nt | nt | nt | nt | nt
MT1-MMP txn act | 1.4 | 1.1 | 1 | 1.2 | 1.5 | 1.1

(7) COC(=O)[C@@]1(Cc2ccccc2)[C@H]2c3cc(C(=O)N(C)C)n(Cc4cc(F)c(F)c(F)c4)c3C[C@H]2CN1C(=O)c1ccccc1
(8) NCC[C@H](O)C(=O)N[C@@H]1C[C@H](N)[C@@H](O[C@H]2O[C@H](CN)[C@@H](O)[C@H](O)[C@H]2O)[C@H](O)[C@H]1O[C@H]1O[C@H](CO)[C@@H](O)[C@H](N)[C@H]1O
(9) O=C(CN1CCC(n2nnc3cc(C(F)(F)F)ccc32)CC1)NCc1cccs1
(10) C[C@@]1(C(NC(=O)Cc2ccc(C(F)(F)F)cc2)c2ccc(-c3ccccc3)cc2)C[C@H]1C1CCCCC1 (some centres undefined)
(11) CC1CCCCN1Cc1nc2c(c(=O)n(C)c(=O)n2C)n1Cc1cccc2ccccc12 (centres undefined)
(12) C[C@@H]1C=C[C@](Cc2ccccc2)(C(=O)NCCN2CCOCC2)N1C(=O)c1ccccc1
screen / no. | 7 | 8 | 9 | 10 | 11 | 12
Smad3 inh | nt | nt | nt | nt | nt | nt
Calb biofilm kill | nt | nt | nt | nt | nt | nt
MT1-MMP txn act | 1.2 | 1.1 | 1.1 | 1.2 | 1.2 | 1

(13) O=C(NCc1nc2ccccc2[nH]1)[C@H]1C[C@@H]1[C@H](NP(=O)(c1ccccc1)c1ccccc1)c1ccccc1
(14) COC(=O)[C@@]1(Cc2ccccc2)[C@H]2c3cc(C(=O)N(C)C)n(CCO)c3C[C@H]2CN1C(=O)c1ccccc1
(15) CCOC(=O)C1=C(COc2ccccc2)NC(=O)NC1c1ccc(Cl)cc1 (centres undefined)
(16) COC(=O)[C@@H]1C[C@@H]2CC[C@@H](O)C[C@@H]2N1Cc1ccc(-c2ccccc2)cc1
(17) CCOCCn1c(CN2CCCCC2C)nc2c1c(=O)n(C)c(=O)n2C (centres undefined)
(18) CS(=O)(=O)c1nc(-c2ccccc2)cc(C(F)(F)F)n1
screen / no. | 13 | 14 | 15 | 16 | 17 | 18
Smad3 inh | nt | nt | nt | nt | nt | nt
Calb biofilm kill | nt | nt | nt | nt | nt | nt
MT1-MMP txn act | 1.2 | 1.1 | 1 | 1.1 | 1 | 0.2

(19) Cn1c(=O)c2c3c(sc2n2c(SCC(=O)c4ccc(Cl)cc4)nnc12)COC(C)(C)C3
(20) COc1ccc(NC(=O)N(CCCN(C)C)Cc2cc3cc(OC)ccc3[nH]c2=O)cc1
(21) COC(=O)c1cccc(C23CC4(C2)[C@H](CN(C)[C@@H]4c2ccccc2)C3c2ccc(Cl)nc2)c1 (some centres undefined)
(22) Cc1nc(Nc2ncc3c(n2)CC(C)(C)CC3=O)nc2ccccc12
(23) COC(=O)[C@@]1(Cc2ccccc2)[C@H]2c3cc(C(=O)N(C)C)n(CCSCCO)c3C[C@H]2CN1C(=O)c1ccccc1
(24) CNC(=O)[C@H](C)/C=C(\I)C(NC(=O)OCc1ccccc1)c1ccc(C(=O)OC)cc1 (some centres undefined)
screen / no. | 19 | 20 | 21 | 22 | 23 | 24
Smad3 inh | nt | nt | nt | nt | nt | nt
Calb biofilm kill | nt | nt | nt | nt | nt | nt
MT1-MMP txn act | 1 | 1.1 | 1 | 1.2 | 1.1 | 1.1

(25) CCC1=C2CC[C@H]3C(=O)N(c4ccccc4)C(=O)[C@H]3[C@H]2[C@@]2(Cc3ccccc3)C(=NCc3ccccc3)OC(=O)N2C1=O
(26) COC(=O)[C@@]1(Cc2ccc(OC)cc2)[C@H]2c3cc(C(=O)N(C)C)n(Cc4ccc(OC)c(OC)c4)c3C[C@H]2CN1C(=O)c1ccccc1
(27) CCCC[C@H]1C[C@@H]1[C@@H]1N(P(=O)(c2ccccc2)c2ccccc2)C[C@@](O)(c2ccccc2)CC12CC2
(28) COC(=O)[C@@]1(Cc2ccccc2)C=C[C@@H](C)N1C(=O)c1ccccc1
(29) COC(=O)[C@@]1(Cc2ccc(OC)cc2)[C@H]2c3cc(C(=O)N4CCCC4)n(CCc4c[nH]c5ccc(OC)cc45)c3C[C@H]2CN1C(=O)c1ccccc1
(30) COc1ccc(CNC(=O)[C@H](C)[C@H]2C[C@]2(C)[C@H](NC(=O)OCc2ccccc2)c2ccccc2)cc1OC
screen / no. | 25 | 26 | 27 | 28 | 29 | 30
Smad3 inh | nt | nt | nt | nt | nt | nt
Calb biofilm kill | nt | nt | nt | nt | nt | nt
MT1-MMP txn act | 1.1 | 1.2 | 1.1 | 1 | 1.1 | 1.2

(31) C=CS(=O)(=O)c1ccc(Oc2ccc(S(=O)(=O)C=C)cc2)cc1
(32) COC(=O)[C@@]1(Cc2ccc(OC)cc2)[C@H]2c3cc(C(=O)N(C)C)n(Cc4ccc(O)c(OC)c4)c3C[C@H]2CN1C(=O)c1ccccc1
(33) COC(=O)[C@@]1(Cc2ccccc2)C=C[C@@H](C)N1
(34) CC1=C(C(=O)OCc2ccccc2)C(c2ccc(Br)cc2)NC(=O)N1CCCC(=O)O (centres undefined)
(35) CCC/C=C(\CCC)C(NS(=O)(=O)c1ccc(C(F)(F)F)cc1)c1ccc(C(=O)OC)cc1 (centres undefined)
(36) Cc1noc(C)c1S(=O)(=O)N1CCC(C(=O)N2CCN(Cc3ccc4c(c3)OCO4)CC2)CC1
screen / no. | 31 | 32 | 33 | 34 | 35 | 36
Smad3 inh | nt | nt | nt | nt | nt | nt
Calb biofilm kill | nt | nt | nt | nt | nt | nt
MT1-MMP txn act | 0 | 1.1 | 1.2 | 1.1 | 1.3 | 1.1

(37) COCCNC(=O)C1(C)C=CCN1C(C)=O (centres undefined)
(38) Cc1nnc(SCCn2c(N3CCC(Cc4ccccc4)CC3)nc3c2c(=O)[nH]c(=O)n3C)s1
(39) CCOC(=O)C1=C(C)N(CCCC(=O)NCCn2c(-c3ccccc3)cc(C(=O)OC)c2C)C(=O)NC1c1ccc([N+](=O)[O-])cc1 (centres undefined)
(40) CCOC(=O)N1CCN(C(=O)c2cc3c(=O)[nH]c4ccccc4c3s2)CC1
(41) CCC1=C2CC[C@H]3C(=O)N(CC)C(=O)[C@H]3[C@H]2[C@@]2(C)C(=NCC(=O)OC)OC(=O)N2C1=O
(42) CC(=O)Nc1ccc(S(=O)(=O)Nc2cccc(-c3nc4cc(C)ccc4o3)c2)cc1
screen / no. | 37 | 38 | 39 | 40 | 41 | 42
Smad3 inh | nt | nt | nt | nt | nt | nt
Calb biofilm kill | nt | nt | nt | nt | nt | nt
MT1-MMP txn act | 1.1 | 1.3 | 1.2 | 1.1 | 1.1 | 1.2

(43) COC(=O)[C@@H]1C[C@@]2(O)[C@H](O)[C@H](O)[C@H](O)C[C@H]2N1Cc1ccc(N2CCOCC2)cc1
(44) COC(=O)[C@@]1(Cc2ccc(OC)cc2)[C@H]2c3cc(C(=O)N(C)C)n(Cc4ccccn4)c3C[C@H]2CN1C(=O)c1ccccc1
(45) CCCC[C@@H]1C[C@H]1C(NC(=O)c1ccccc1)c1ccccc1 (some centres undefined)
(46) CC1(C)CC(=O)c2c(oc3cc4c(cc23)OCO4)C1
(47) Nc1ccc(CN2CCN(c3ccc4ccccc4n3)CC2)cc1
(48) COC(=O)[C@@]1(Cc2ccccc2)[C@H]2c3cc(C(=O)N(C)C)n(CCN4CCNC4=O)c3C[C@H]2CN1C(=O)c1ccccc1
screen / no. | 43 | 44 | 45 | 46 | 47 | 48
Smad3 inh | nt | nt | nt | nt | nt | nt
Calb biofilm kill | nt | nt | nt | nt | nt | nt
MT1-MMP txn act | 1.1 | 1.1 | 1.2 | 1 | 1.4 | 1.7

(49) CCC1=C2CC[C@H]3C(=O)N(C)C(=O)[C@H]3[C@H]2[C@@]2(C)C(=O)N(CC3CC3)C(=O)N2C1=O
(50) COC(=O)C1=C(C)N(CCCC(=O)O)C(=O)NC1c1ccc(Br)cc1 (centres undefined)
(51) CCCCCCN(C(=O)CCCCCN1C(=O)NC(c2cccc([N+](=O)[O-])c2)C(C(=O)OCc2ccccc2)=C1C)C(C(=O)NCCCC)c1ccc(OCC(=O)OC)c(C(=O)OC)c1 (centres undefined)
(52) COC(=O)C1(C)C=CC2(CCCCC2)N1C(=O)c1ccccc1 (centres undefined)
(53) O=C(NCC#CC(CCc1ccccc1)OCc1ccccc1)c1ccccc1 (centres undefined)
(54) CCCCNC(=O)C(c1ccc(OCC(=O)OC)c(C(=O)OC)c1)N(CCC1=CCCCC1)C(=O)CCCCCN1C(=O)NC(c2ccc(-c3ccccc3)cc2)C(C(=O)OCc2ccccc2)=C1C (centres undefined)
screen / no. | 49 | 50 | 51 | 52 | 53 | 54
Smad3 inh | nt | nt | nt | nt | nt | nt
Calb biofilm kill | nt | nt | nt | nt | nt | nt
MT1-MMP txn act | 1.1 | 1.1 | 1.1 | 1.1 | 1.1 | 1.3

Laid out differently: entries from further up.
nr	Compound	Smad3 inh	Calb biofilm kill	MT1-MMP txn act
11	CC1CCCCN1Cc1nc2c(c(=O)n(C)c(=O)n2C)n1Cc1cccc2ccccc12 (centres undefined)	nt	nt	1.2
36	Cc1noc(C)c1S(=O)(=O)N1CCC(C(=O)N2CCN(Cc3ccc4c(c3)OCO4)CC2)CC1	nt	nt	1.1
24	CNC(=O)[C@H](C)/C=C(\I)C(NC(=O)OCc1ccccc1)c1ccc(C(=O)OC)cc1 (some centres undefined)	nt	nt	1.1
39	CCOC(=O)C1=C(C)N(CCCC(=O)NCCn2c(-c3ccccc3)cc(C(=O)OC)c2C)C(=O)NC1c1ccc([N+](=O)[O-])cc1 (centres undefined)	nt	nt	1.2
43	COC(=O)[C@@H]1C[C@@]2(O)[C@H](O)[C@H](O)[C@H](O)C[C@H]2N1Cc1ccc(N2CCOCC2)cc1	nt	nt	1.1

More compounds
(55) CN(C)CCCN1C(=O)C(=O)/C(=C(/O)c2ccc3c(c2)OCCO3)C1c1ccccn1 (centres undefined)
(56) C=C(N(C)C)[C@]1(C)C[C@H]1[C@H](NC(=O)CNC(=O)OCc1ccccc1)c1ccccc1
(57) COC(=O)[C@@]1(Cc2ccc(OC)cc2)[C@H]2c3cc(C(=O)N4CCCC4)n(CCc4c[nH]c5cc(F)ccc45)c3C[C@H]2CN1C(=O)c1ccccc1
(58) CNC(=O)[C@H](C)/C=C/C(NC(=O)OCc1ccccc1)c1ccc(C(=O)OC)cc1 (some centres undefined)
(59) CC(=O)Nc1ccc(-c2nn3c(C)nnc3s2)cc1C
(60) O=C(c1ccco1)N1CCN(C2CCCC2)CC1
screen / no. | 55 | 56 | 57 | 58 | 59 | 60
Smad3 inh | nt | nt | nt | nt | nt | nt
Calb biofilm kill | nt | nt | nt | nt | nt | nt
MT1-MMP txn act | 1.2 | 1.2 | 1.1 | 1.2 | 1.2 | 1.1

(61) COCCn1c(C(=O)N(C)C)cc2c1C[C@H]1CN(C(=O)c3ccccc3)[C@@](Cc3ccc(F)cc3)(C(=O)OC)[C@@H]21
(62) CCN(CC)C(=O)c1sc2nc(-c3ccccn3)[nH]c(=O)c2c1C
(63) CN(C(=O)c1cnccn1)c1nnc(-c2cccnc2)s1
(64) CCC1=C2CC[C@H]3C(=O)NC(=O)[C@H]3[C@H]2[C@@]2(C)C(=NCC(=O)OC)OC(=O)N2C1=O
(65) COC(=O)[C@@]1(Cc2ccccc2)[C@H]2c3cc(C(=O)N4CCCC4)n(Cc4ccc(C(F)(F)F)nc4)c3C[C@H]2CN1C(=O)c1ccccc1
(66) CCCCCCN(C(=O)CCCCCN1C(=O)NC(C2CC2)C(C(=O)OCc2ccccc2)=C1C)C(C(=O)NCCCC)c1ccc(OCC(=O)OC)c(C(=O)OC)c1 (centres undefined)
screen / no. | 61 | 62 | 63 | 64 | 65 | 66
Smad3 inh | nt | nt | nt | nt | nt | nt
Calb biofilm kill | nt | nt | nt | nt | nt | nt
MT1-MMP txn act | 1.1 | 1.3 | 1.1 | 1.2 | 1.1 | 1

(67) CCN(CC)CCCN(Cc1cc2cc(OC)ccc2[nH]c1=O)C(=O)Nc1ccccc1
(68) CCN(CC)C(=O)c1sc2nc(-c3cccs3)cc(-c3cccs3)c2c1N
(69) O=C(COc1ccccc1Cl)NCc1ccncc1
(70) CCOC(=O)c1cc2c(=O)n3cc(C)ccc3nc2n(Cc2cccnc2)c1=N
(71) CCOc1ccc2nc(NC(=O)CSc3nc4c(c(=O)n(C)c(=O)n4C)n3C(C)C)sc2c1
(72) CC(=O)c1oc2ccccc2c1NC(=O)COC(=O)c1ccc(-n2nc(C)cc2C)cc1
(73) Cc1ccccc1Nc1nnc(SCC(=O)NC(=O)NCc2ccco2)s1
screen / no. | 67 | 68 | 69 | 70 | 71 | 72 | 73
Smad3 inh | nt | -2.8[fluorescence artefact?] | 9.2[fluorescence artefact?] | 10.6 | 6.2 | -0.7[fluorescence artefact?] | 4.5
Calb biofilm kill | 9.2 | nt | nt | nt | nt | nt | nt
MT1-MMP txn act | nt | 1.1 | 0.9 | 1 | 1 | 1.2 | 1.2

Assay outcomes as filed in PubChem BioAssay.
